Assay outcomes from PubChem.
Mdm2 MdmX PPI: inhibitors of human Mdm2-MdmX association, primary screen, cell-based, luminescence, split luciferase, SaOS-2, uHTS; Protein Mdm4 (Homo sapiens) + E3 ubiquitin-protein ligase Mdm2 (Homo sapiens), …; inhibition, % at 8 µM; 330,000 compounds, 3% hits; SaOS-2 split-luciferase Mdm2/MdmX complementation;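 active = inhibition of at least 50% at 8 µM in the primary screen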
Jurkat NFkB inh: inhibitors of induced NF-kB luciferase reporter, primary screen, TCR NF-kB activation inhibitor project, cell-based, luminescence, uHTS; Jurkat, PMA/ionomycin-induced NF-kB luciferase reporter; inhibition, % at 4 µM; 330,000 compounds, 0.53% hits; AID 435003, 2010; in the data active = inhibition above about 50%
APJ ag: agonists of human apelin receptor APJ, primary screen, CHO-K1 cells, PathHunter beta-arrestin, luminescence; P35414; 0% DMSO wells, 100% apelin; activation, % at 20 µM; 330,000 compounds, 0.11% hits; AID 2520, 2010;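 active = activation more than six SD over the plate average, tested at 20 µM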;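 note: 0% = DMSO alone and 100% = apelin-13 at 10 nM; some results filed as inactive read as strong as hits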
Target sequence (P35414 whole entry, looked up): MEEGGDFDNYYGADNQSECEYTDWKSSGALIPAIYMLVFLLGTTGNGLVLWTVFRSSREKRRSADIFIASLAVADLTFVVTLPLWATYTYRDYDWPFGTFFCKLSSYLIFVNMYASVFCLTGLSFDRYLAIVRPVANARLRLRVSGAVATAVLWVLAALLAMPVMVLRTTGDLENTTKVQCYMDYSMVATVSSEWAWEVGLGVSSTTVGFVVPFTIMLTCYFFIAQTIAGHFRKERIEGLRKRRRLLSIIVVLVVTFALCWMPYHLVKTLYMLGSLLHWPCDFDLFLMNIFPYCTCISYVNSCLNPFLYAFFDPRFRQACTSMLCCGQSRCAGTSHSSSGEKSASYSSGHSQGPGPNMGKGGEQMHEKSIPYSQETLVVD
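Test system: CHO-K1 APJ beta-arrestin complementation cell line | Compound: Single test compound dose, 20 µM final, 1% DMSO | Incubation: Compound 90 min 25 °C, reagent 1 h | Measured by: beta-gal luminescence | Read-out basis: APJ–arrestin association signal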
UPR XBP1 act: activators of adaptive XBP1 UPR arm, primary screen, cell-based, CHO-XBP1 luciferase reporter, luminescence, uHTS | 330,000 compounds, 0.33% hits | AID 463104, 2010 | activation, % at 20 µM | IRE1-XBP1 UPR activation; percent of tunicamycin response, DMSO as zero;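 active = versus positive control, 20 µM dose yields 30% or more activation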;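 note: 100% = tunicamycin at 10 µg/mL and 0% = DMSO only wells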
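Signal: luciferase luminescence; Assay system: CHO-XBP1 luciferase reporter cells; Amount: one thousand reporter cells per well; Dosing: 20 µM single concentration, DMSO 1%; Benchmarks: high control tunicamycin 10 µg/mL final, low control DMSO vehicle only; Schedule: 6 h compound exposure at 37 °C, 5% CO2; Evaluation: percent activation relative to tunicamycin reference.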
tim23-1 inh: growth inhibitors of tim23-1 mutant yeast, primary screen, luminescence, uHTS; inhibition, % at 20 µM; S. cerevisiae tim23-1 growth, BacTiter-Glo luminescence, 24 h; 330,000 compounds, 1.3% hits;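 active = growth inhibition of the mutant yeast at or above 50%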;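 note: temperature-sensitive mutant grown at 25 °C; plate controls were DMSO-treated mutant yeast for no effect and medium wells lacking yeast for full effect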
APJ antag: antagonists of human apelin receptor APJ, primary screen, CHO-K1 cells, beta-arrestin complementation, luminescence; P35414; inhibition, % at 20 µM; 330,000 compounds, 0.32% hits; AID 2521, 2010;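 active = inhibition above about 40% at 20 µM, limit read from the data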;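 note: cells challenged with 10 nM apelin-13 agonist together with compound; plate controls were apelin-13 plus DMSO wells for no effect and DMSO wells lacking apelin-13 for full effect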
697 NFkB inh: inhibitors of PMA/ionomycin-induced NF-kB reporter, 697 cells, primary screen, B-cell NF-kB inhibitor project, cell-based, luminescence, uHTS. 697 B-cell NF-kB luciferase reporter, 16 h. inhibition, % at 4 µM. 330,000 compounds, 0.33% hits. AID 435022, 2010; in the data active = inhibition above about 35%
UPR CHOP act: activators of apoptotic CHOP UPR arm, primary screen, cell-based, CHO-CHOP luciferase reporter, luminescence, uHTS. activation, % at 10 µM. UPR activation; percent of tunicamycin response over DMSO baseline. 330,000 compounds, 0.34% hits. AID 449763, 2010;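 active = at 10 µM dose, activation of 40% or more, normalized to positive control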;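 note: 100% = tunicamycin at 10 µg/mL and 0% = DMSO alone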
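System: CHO-CHOP luciferase reporter cell line; amount: 500 cells/well; buffer or medium: F12 medium containing 10% fetal bovine serum; incubation: 6 h compound exposure at 37 °C after overnight seeding; measured by: luciferase luminescence after 10 min with Steady-Glo reagent; evaluation: % reporter activation, DMSO baseline versus tunicamycin full activation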
Starred values were filed as active, the others as inactive.

A first look:
For O=C(Nc1ccc(/C=C/c2nc3ccccc3o2)cc1)c1c(F)cccc1F the results were Mdm2 MdmX PPI -99, Jurkat NFkB inh -127, APJ ag 1, UPR XBP1 act -5, tim23-1 inh 10, APJ antag -12, 697 NFkB inh -115 and UPR CHOP act 5.1.
Screening Cc1cc(SCC(=O)OCC(=O)c2c(N)n(C)c(=O)n(C)c2=O)c(C)cc1Br returned Mdm2 MdmX PPI -2, Jurkat NFkB inh -3, APJ ag 0, UPR XBP1 act 2, tim23-1 inh 5, APJ antag -8, 697 NFkB inh 12 and UPR CHOP act -3.0.
O=C(COc1ccc(S(=O)(=O)N2CCOCC2)cc1Cl)NCc1ccco1 was read as Mdm2 MdmX PPI 15, Jurkat NFkB inh 0, APJ ag -4, UPR XBP1 act 4, tim23-1 inh 0, APJ antag -29, 697 NFkB inh 0 and UPR CHOP act 0.1.
`O=C1NC(=O)c2cc(NC(=O)C3COc4ccccc4O3)ccc21` (centres undefined) gave Mdm2 MdmX PPI 11, Jurkat NFkB inh 14, APJ ag -3, UPR XBP1 act 3, tim23-1 inh 28, APJ antag 17, 697 NFkB inh 13 and UPR CHOP act 0.6.
For Cc1cc(C)n(CC(O)CN2C(=O)NC(C)(C)C2=O)n1 (centres undefined) the results were Mdm2 MdmX PPI 14, Jurkat NFkB inh -6, APJ ag -2, UPR XBP1 act 0, tim23-1 inh 15, APJ antag 4, 697 NFkB inh 22 and UPR CHOP act 0.6.

The list itself, previewed entries included:
For O=C(Nc1ccc(/C=C/c2nc3ccccc3o2)cc1)c1c(F)cccc1F the results were Mdm2 MdmX PPI -99, Jurkat NFkB inh -127, APJ ag 1, UPR XBP1 act -5, tim23-1 inh 10, APJ antag -12, 697 NFkB inh -115 and UPR CHOP act 5.1.
Screening Cc1cc(SCC(=O)OCC(=O)c2c(N)n(C)c(=O)n(C)c2=O)c(C)cc1Br returned Mdm2 MdmX PPI -2, Jurkat NFkB inh -3, APJ ag 0, UPR XBP1 act 2, tim23-1 inh 5, APJ antag -8, 697 NFkB inh 12 and UPR CHOP act -3.0.
O=C(COc1ccc(S(=O)(=O)N2CCOCC2)cc1Cl)NCc1ccco1 was read as Mdm2 MdmX PPI 15, Jurkat NFkB inh 0, APJ ag -4, UPR XBP1 act 4, tim23-1 inh 0, APJ antag -29, 697 NFkB inh 0 and UPR CHOP act 0.1.
`O=C1NC(=O)c2cc(NC(=O)C3COc4ccccc4O3)ccc21` (centres undefined) gave Mdm2 MdmX PPI 11, Jurkat NFkB inh 14, APJ ag -3, UPR XBP1 act 3, tim23-1 inh 28, APJ antag 17, 697 NFkB inh 13 and UPR CHOP act 0.6.
For Cc1cc(C)n(CC(O)CN2C(=O)NC(C)(C)C2=O)n1 (centres undefined) the results were Mdm2 MdmX PPI 14, Jurkat NFkB inh -6, APJ ag -2, UPR XBP1 act 0, tim23-1 inh 15, APJ antag 4, 697 NFkB inh 22 and UPR CHOP act 0.6.
Screening CCCCC1C(C#N)=C(C)NC2=C1C(=O)CC(C)(C)C2 (centres undefined) returned Mdm2 MdmX PPI -27, Jurkat NFkB inh 11, APJ ag -1, UPR XBP1 act -1, tim23-1 inh 5, APJ antag 9, 697 NFkB inh 7 and UPR CHOP act -1.5.
`CCN(CC)C(=O)C[n+]1cccc(C(N)=O)c1` gave Mdm2 MdmX PPI -19, Jurkat NFkB inh 3, APJ ag 1, UPR XBP1 act -1, tim23-1 inh 0, APJ antag 3, 697 NFkB inh 6 and UPR CHOP act 0.2.
For CS(=O)(=O)N1CCN(c2nc3ccc(Cl)cc3s2)CC1 the results were Mdm2 MdmX PPI 32, Jurkat NFkB inh -60, APJ ag 4, UPR XBP1 act 2, tim23-1 inh -3, APJ antag 12, 697 NFkB inh -75 and UPR CHOP act 7.0.
For COc1ccc(OC)c(S(=O)(=O)NCCCc2ccccc2)c1 the results were Mdm2 MdmX PPI 11, Jurkat NFkB inh -8, APJ ag -1, UPR XBP1 act -2, tim23-1 inh 27, APJ antag 5, 697 NFkB inh 10 and UPR CHOP act 4.3.
For CN(C)/C=C(\C#N)C(=O)Nc1ccc(F)cc1 the results were Mdm2 MdmX PPI 7, Jurkat NFkB inh -32, APJ ag 0, UPR XBP1 act -2, tim23-1 inh 14, APJ antag 7, 697 NFkB inh -24 and UPR CHOP act 6.5.
O=C(CCn1cncn1)N1CCN(S(=O)(=O)c2ccc(Cl)cc2)CC1 was read as Mdm2 MdmX PPI 5, Jurkat NFkB inh -5, APJ ag -4, UPR XBP1 act -3, tim23-1 inh 9, APJ antag 2, 697 NFkB inh 0 and UPR CHOP act 1.1.
`CC(=O)c1ccc2c(c1)OCCOCCOCCOCCOCCO2` gave Mdm2 MdmX PPI 4, Jurkat NFkB inh -5, APJ ag -4, UPR XBP1 act -1, tim23-1 inh 6, APJ antag 17, 697 NFkB inh 8 and UPR CHOP act 0.9.
`CCOc1ccc(S(=O)(=O)N2CCC(C(=O)NC3CC3)CC2)cc1Cl` gave Mdm2 MdmX PPI 5, Jurkat NFkB inh 5, APJ ag -1, UPR XBP1 act -2, tim23-1 inh -4, APJ antag 9, 697 NFkB inh 14 and UPR CHOP act -0.2.
`COc1ccc(O)c(-c2cc(-c3ccccc3[N+](=O)[O-])[nH]n2)c1` gave Mdm2 MdmX PPI 9, Jurkat NFkB inh -8, APJ ag 3, UPR XBP1 act 1, tim23-1 inh 36, APJ antag -10, 697 NFkB inh 5 and UPR CHOP act 6.5.
For CC(C)NC(=O)CSc1nc2[nH]ncc2c(=O)[nH]1 the results were Mdm2 MdmX PPI -10, Jurkat NFkB inh -6, APJ ag -3, UPR XBP1 act 3, tim23-1 inh 26, APJ antag -18, 697 NFkB inh 0 and UPR CHOP act -0.3.
Screening O=C(CCN1C(=O)C2C3C=CC(C3)C2C1=O)Nc1ccccc1F (centres undefined) returned Mdm2 MdmX PPI -20, Jurkat NFkB inh -7, APJ ag 2, UPR XBP1 act -1, tim23-1 inh -5, APJ antag 0, 697 NFkB inh -40 and UPR CHOP act -0.3.
CCCCc1ccc(Nc2nc(CCC)cc(=O)[nH]2)cc1 was read as Mdm2 MdmX PPI 10, Jurkat NFkB inh -1, APJ ag -1, UPR XBP1 act 2, tim23-1 inh 45, APJ antag -7, 697 NFkB inh -31 and UPR CHOP act 1.4.
Cc1csc(=O)n1CC(=O)OCC(=O)Nc1ccc(Cl)cc1F was read as Mdm2 MdmX PPI 4, Jurkat NFkB inh -1, APJ ag -5, UPR XBP1 act 0, tim23-1 inh -15, APJ antag -41, 697 NFkB inh 10 and UPR CHOP act 1.1.
`CCOC(=O)c1ccccc1NC(=O)CSc1nnc(C)c(=O)[nH]1` gave Mdm2 MdmX PPI 13, Jurkat NFkB inh 8, APJ ag 0, UPR XBP1 act -6, tim23-1 inh -3, APJ antag -3, 697 NFkB inh 12 and UPR CHOP act -0.2.
CC[C@]12c3[nH]c4cc(-c5ccco5)ccc4c3CCN1C(=O)[C@@H](CC(=O)NCCCN(C)C)C[C@@H]2C(=O)N1CCN(C(=O)c2ccco2)CC1 was read as Mdm2 MdmX PPI 27, UPR XBP1 act -1, tim23-1 inh 27, 697 NFkB inh -1 and UPR CHOP act 1.3.
`Cc1cccc(C(=O)N(Cc2cccs2)C2CCS(=O)(=O)C2)c1` (centres undefined) gave Mdm2 MdmX PPI 29, Jurkat NFkB inh 11, APJ ag -4, UPR XBP1 act -2, tim23-1 inh -10, APJ antag 11, 697 NFkB inh 12 and UPR CHOP act -0.6.
`O=c1cc(O)c2sc3nc(C(F)(F)F)c4c(c3c2[nH]1)CCCCC4` gave Mdm2 MdmX PPI -10, Jurkat NFkB inh 6, APJ ag -3, UPR XBP1 act -1, tim23-1 inh 0, APJ antag 12, 697 NFkB inh 1 and UPR CHOP act 0.5.
`CC(Sc1nnnn1C)C(=O)Nc1ccc2c(c1)OCCO2` (centres undefined) gave Mdm2 MdmX PPI -19, Jurkat NFkB inh 1, APJ ag -3, UPR XBP1 act -2, tim23-1 inh 3, APJ antag 0, 697 NFkB inh 8 and UPR CHOP act 1.3.
For O=C(NCCN1CCc2ccccc2C1)C1CCN(S(=O)(=O)N2CCCCC2)CC1 the results were Mdm2 MdmX PPI 8, Jurkat NFkB inh 14, APJ ag -4, UPR XBP1 act -6, tim23-1 inh -1, APJ antag 8, 697 NFkB inh 5 and UPR CHOP act 0.6.
For COc1cc(C(=O)OCC(=O)Nc2cc(-c3cc(C)c(C)cc3C)nn2-c2ccccc2)cc(OC)c1OC the results were Mdm2 MdmX PPI 9, Jurkat NFkB inh 10, APJ ag -3, UPR XBP1 act -1, tim23-1 inh -17, APJ antag -8, 697 NFkB inh 14 and UPR CHOP act -3.6.
`O=C(NCc1ccccc1)C1CCCC1` gave Mdm2 MdmX PPI 3, Jurkat NFkB inh -10, APJ ag -2, UPR XBP1 act -4, tim23-1 inh 4, APJ antag 5, 697 NFkB inh -19 and UPR CHOP act 1.0.
`Cc1cccc(N2C(=O)N3[C@H]4c5ccccc5OC[C@@H]4[C@@H](c4ccccc4)[C@@]3(C)C2=O)c1` gave Mdm2 MdmX PPI 0, Jurkat NFkB inh -2, APJ ag -1, UPR XBP1 act -1, tim23-1 inh 38, APJ antag 16, 697 NFkB inh 5 and UPR CHOP act -1.1.
Cc1c(CCC(=O)NCC(=O)O)c(=O)oc2cc3occ(-c4ccccc4)c3cc12 was read as Mdm2 MdmX PPI 8, Jurkat NFkB inh -8, APJ ag -1, UPR XBP1 act -4, tim23-1 inh 18, APJ antag 3, 697 NFkB inh 1 and UPR CHOP act -0.8.
O=C(N/N=C/c1cccc2cccnc12)[C@H]1C[C@@H]1c1ccccc1 was read as Mdm2 MdmX PPI 21, Jurkat NFkB inh 15, APJ ag 3, UPR XBP1 act 0, tim23-1 inh 19, APJ antag 8, 697 NFkB inh 3 and UPR CHOP act 0.8.
For Cc1ccc(NC(=O)CSc2nnc(C)c(=O)n2N)cc1 the results were Mdm2 MdmX PPI 13, Jurkat NFkB inh 12, APJ ag 3, UPR XBP1 act -2, tim23-1 inh 4, APJ antag -9, 697 NFkB inh -1 and UPR CHOP act 1.0.
CN(C)CCN(C(=O)c1ccc2ccccc2c1)c1nc2ccc(F)cc2s1 was read as Mdm2 MdmX PPI 1, Jurkat NFkB inh -21, APJ ag -4, UPR XBP1 act -2, tim23-1 inh 27, APJ antag 17, 697 NFkB inh -17 and UPR CHOP act -0.8.
For NS(=O)(=O)c1cccc(C(=O)NC2CCSc3ccccc32)c1 (centres undefined) the results were Mdm2 MdmX PPI 5, Jurkat NFkB inh 2, APJ ag -3, UPR XBP1 act -3, tim23-1 inh 15, APJ antag -8, 697 NFkB inh -4 and UPR CHOP act -0.1.
